From PubChem BioAssay
BAZ2B inh: BAZ2B (human) inhibition. Q9UIF8. AlphaScreen BAZ2B-H3K14Ac peptide displacement. Potency, µM (titrated, usually from 114 µM), for inactives: at the top dose activity change, negative = inhibition, actives largely listed as inhibitors. hit rate 4.4% among 360,000. AID 504333; also: potency is read from the fitted curve at half-maximal effect; % is scaled to controls: 0 for no effect and ±100 for the full control effect; nearly all actives have a fitted effect of over 60% in size
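AlphaScreen displacement: compounds (up to 110uM) incubated 30 min at room temperature with a preformed 50 nM BAZ2B/50 nM biotinylated H3K14Ac peptide complex in PBS pH 7.4 with Tween-20. Donor and acceptor beads at 10 ug/mL final added, 20 min light-protected before reading.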
Tb PGK inh: inhibitors of T. brucei phosphoglycerate kinase; P07378; PGK/GAPDH coupled, Kinase-Glo luminescence, 60 min; Potency, µM (top dose mostly 57.5 µM), for inactives: at the top dose activity change, negative = inhibition, usual class: inhibitors; hit rate 0.043% among 380,000; also: potency is read from the fitted curve at half-maximal effect; % is scaled to controls: 0 for no effect and ±100 for the full control effect; nearly all actives have a fitted effect of over 60% in size
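Luminescent ATP detection (Kinase-Glo Plus) follows a 60-minute room-temperature incubation, with wells lacking PGK as controls. Buffer: 100 mM TEA (pH 7.6), 5 mM MgCl2, 0.01% Tween-20. Coupling enzyme GAPDH (100 nM final) supplies unstable 1,3-BPG in-well.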
G9a inh: inhibitors of human histone lysine methyltransferase G9a; AID 504332; Q96KQ7; G9a H3K9 monomethylation, AlphaScreen, 2 h; hit rate 8.8% among 350,000; Potency, µM (titrated, usually from 102 µM), for the others: at the highest dose activity, negative = inhibition, usual class: inhibitors; also: potency is read from the fitted curve at half-maximal effect; % is scaled to controls: 0 for no effect and ±100 for the full control effect; nearly all actives have a fitted effect of over 75% in size
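Enzyme 20 nM + cpd, 15 min RT; add b-H3K9 pep 500 nM / SAM 20 uM; 2 h RT; anti-H3K9me1 Ab 0.5 ug/mL + SA donor / anti-rabbit acceptor beads 20 ug/mL each, 10 min; AlphaScreen read.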
Pin1 inh: human Pin1 inhibition; hit rate 0.009% among 390,000; Q13526; Pin1 FP peptide displacement, HiFluor488, 10 min; Potency, µM (doses to about 115 µM), for inactives: top-dose activity, negative = inhibition, actives largely listed as inhibitors; active = well fitted inhibition curve with a large enough effect in the polarisation, with a control signal flat, not every such curve was filed as active; inconclusive = small, poorly fitted or top-dose-only effect, or effect the other way, or a change in a side signal; inactive = no such curve, though single readings can be large or run the other way; the % refers to the polarisation; also: potency is read from the fitted curve at half-maximal effect; % is scaled to controls: 0 for no effect and ±100 for the full control effect
Pol eta inh: blocks human DNA polymerase eta activity. Q9Y253. recombinant Pol eta, fluorescent DNA replication assay. Potency, µM (titrated, usually from 114 µM), for the others: top-dose activity change, negative = inhibition, most hits filed as inhibitors. hit rate 1.2% among 390,000. AID 588591; also: potency is read from the fitted curve at half-maximal effect; % is scaled to controls: 0 for no effect and ±100 for the full control effect
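Fluorescent replication assay: 50 nM final substrate added after a 15 min room-temperature compound preincubation with 10 nM enzyme. Signal taken at 0 min and again at 10 min.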
PI4K2A inh: inhibitors of human PI4K2A; Q9BTU6; purified PI4K2A, ADP-Glo luminescence, 1 h; stronger effect = lower value; activity change, negative = inhibition, % at 76.9 µM; hit rate 0.13% among 420,000; in the data active = activity change below about -50%; inconclusive = mostly about -30% to -49%;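 also: -100% = wells without enzyme as full effect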
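ADP-Glo luminescence measured ADP generated by PI4K2A enzyme (4 ug/mL before mixing) with 1.2 mM PI substrate (pre-mix) and 300 microM ATP (pre-mix). Tris pH7.5 buffer with MgCl2, Triton X-100; 1 h reaction at ambient temperature.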
GLS inhibitor: glutaminase GLS (human) inhibition; hit rate 0.21% among 410,000; Potency, µM (titrated, usually from 45.5 µM), for inactives: at the top dose activity change, negative = inhibition, hits mostly inhibitors; O94925; AID 624170; GLS enzymatic activity, qHTS titration; also: potency is read from the fitted curve at half-maximal effect; % is scaled to controls: 0 for no effect and ±100 for the full control effect
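hKGA in 45 mM KH2PO4 (pH 8.2), 0.02% Tween-20 with compound, then 1mM L-Glutamine (stock as added) plus glutamate oxidase/HRP/Amplex red coupling mix. Fluorescence read initially and after 30 min at RT; signal change reflects glutamate formation.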
JMJD2A Tudor: JMJD2A Tudor domain (human) inhibition | O75164 | Potency, µM (titrated, usually from 114 µM), inactives show top-dose activity change, negative = inhibition, actives largely listed as inhibitors | AlphaScreen JMJD2A-Tudor / H3K4me3 peptide binding | AID 504339 | hit rate 4.4% among 390,000; also: potency is read from the fitted curve at half-maximal effect; % is scaled to controls: 0 for no effect and ±100 for the full control effect; nearly all actives have a fitted effect of over 50% in size
HP1b binding inh: HP1-beta chromodomain-methylated histone interaction inhibition; P83916; AlphaScreen HP1-beta / biotin-H3K9me3 peptide binding; Potency, µM (titrated, usually from 114 µM), inactives show top-dose activity change, negative = inhibition, usual class: inhibitors; hit rate 0.56% among 390,000; AID 540317; also: potency is read from the fitted curve at half-maximal effect; nearly all actives have a fitted effect of over 70% in size; inactives centre near 23
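HP1-beta protein (50 nM final) preincubated 30 min at room temperature with biotinylated H3(1-18)K9me3 peptide (50 nM) in PBS pH 7.4, 0.01% Tween-20, then compound added for 30 min. AlphaScreen streptavidin donor/nickel chelate acceptor beads (10 ug/mL final), 30 min dark, luminescence read.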
Starred values were filed as active, the others as inactive; i = inactive; u = inconclusive; x = not tested or not shown; [ ] = another dose, or the depositor's remark. Unless noted, calls follow the shape of the dose curve; as a rule, active = well fitted curve in the direction sought with a large enough effect; inconclusive = small, poorly fitted or top-dose-only effect, or another doubt; inactive = no such curve, though single readings can be large; an effect the other way counts as inactive or inconclusive. The list is partial, so the mix of outcomes need not match the whole.

The line under a structure holds: BAZ2B inh	Tb PGK inh	G9a inh	Pin1 inh	Pol eta inh	PI4K2A inh	GLS inhibitor	JMJD2A Tudor	HP1b binding inh
- Cc1cc(NS(=O)(=O)c2ccc(NC(=S)NC(=O)c3cccnc3)cc2)no1
 : u	i	45µM*	-9%	-14%	-2	3%	32µM*	7%
- Cc1cccc(NC(=O)CCc2c(C)nc3c(c(C)nn3C(C)(C)C)c2C)c1C
 : 5%	-7%	15%[59 µM]	2%	-2%	-3	5%	-14%	17%
- CC(=O)N1CCN(S(=O)(=O)c2cccc(C(=O)NCc3ccc(F)cc3)c2)CC1
 : x	-2%	x	-5%	-10%	6	-10%	-16%	4%
- Nn1c(SCc2ccccc2)nnc1C1CCCCC1
 : 0%	-6%	-4%	1%	-9%	0	0%	-9%	12%
- CC1(C)Cc2c(cnn2-c2ccc(F)cc2)C(NC(=O)c2ccc(=O)oc2)C1 (stereo not given)
 : -17%	-2%	u	22%	-4%	6	4%	-17%	4%
- Cc1ccc2nc(-c3ccc(Cl)c(NC(=O)c4ccc(Br)o4)c3)oc2c1
 : -1%	i	-2%[59 µM]	9%	-18%	4	-5%	-13%	2%
- O=C(NC1CC1)C1CCN(C2CCN(C(=O)c3c(F)cccc3Cl)CC2)CC1
 : -15%	i	18%	u	-4%	0	-4%	-5%	45%[activator]
- COc1ccc(Nc2nc(N)nc(CSc3nnc(C)s3)n2)cc1
 : 11%	-6%	12%[59 µM]	-8%	-6%	-2	8%	-2%	19%
- Cc1ccc(C)c(N2CCN(c3nc4ccccc4c4nc(-c5cccnc5)nn34)CC2)c1
 : -1%	i	3%[59 µM]	1%	-12%	5	-6%	-11%	38%
- CC1=C(C(=O)OCc2ccccc2)C(c2ccccc2)NC(=O)N1CCCC(=O)O (stereo not given)
 : -4%	-11%	x	-4%	-1%	-4	6%	0%	63%[activator]
- CCC(=O)Nc1nnc2n1CCS2
 : -13%	0%	25µM*	-5%	-8%	-6	1%	20µM*	-6%[57 µM]
- O=C(NCCCn1ccnc1)c1cc([N+](=O)[O-])cc([N+](=O)[O-])c1
 : 3%	-8%	-13%	6%	3%	1	6%	-6%	15%
- CC(C)c1c(O)ccc2c1CC[C@H]1C(C)(C)CCC[C@]21C
 : x	-7%	x	u	-12%	0	-8%	u	-11%
- CC(C)OC(=O)c1c(NC(=O)c2cccc(C(F)(F)F)c2)sc2c1CCCC2
 : 8%	7%	u	-23%	-14%	0	-5%	9%	44%
- COc1ccc(C(=O)c2c3ccccc3[n+]([O-])n2Cc2ccc(C(N)=O)cc2)cc1
 : -6%	-11%	17%[2.33 µM]	-11%	-4%	2	7%	u	12%
- Cc1cc(C(=O)Oc2ccccc2C(=O)O)c(C)o1
 : 9%	1%	-10%[59 µM]	-2%	5%	8	8%	-3%	14%
- CCOc1ccccc1NC(=O)c1nnn(CC(=O)Nc2cc(C)cc(C)c2)c1N
 : -15%	-3%	4%	-6%	-2%	-3	-8%	-14%	5%
- CCc1ccc([C@@H]2C[C@H]3[C@@H](CN2S(=O)(=O)c2ccc(C)cc2)C(=O)C[C@@H](c2ccccc2)N3S(=O)(=O)c2ccc(C)cc2)cc1
 : x	-5%	x	x	-20%	1	2%	x	x
- COC(=O)c1ccc(N(CC(=O)NC2CCCC2)C(=O)c2ccc(C)s2)cc1
 : -18%	-6%	-18%	-13%	-13%	5	-3%	-14%	40%[activator]
- CCn1cc(C(=O)NCC(C)C)c(=O)c2cc(F)c(N3CCN(C)CC3)cc21
 : -3%	i	-42%	-13%	-21%	4	10%	-15%	7%
- CCOc1ccc(-c2nnc(NC3=NCCCCC3)o2)cc1
 : 3%	12%	-2%[59 µM]	4%	-14%	2	-3%	-5%	22%
- CC(=O)NCc1ccc(C(=O)COC(=O)COc2ccc(Cl)c(C)c2)s1
 : x	0%	x	u	-10%	-4	5%	-21%	30%
- CCOc1nc(SC(C(C)=O)C(=O)Nc2ccccc2)nc(N(C)C)n1 (stereo not given)
 : -25%	0%	13µM*	1%	-14%	-3	1%	79µM*	39%
- CC(=O)Nc1ccc(S(=O)(=O)N2CC(=O)NC(=O)C2)cc1
 : -7%	-5%	14%	-7%	-8%	-3	0%	2%	61%[activator]
- CCCCN(CC)S(=O)(=O)c1ccc(C(=O)Nc2nnc(CSC)o2)cc1
 : -32%	-3%	x	-10%	-9%	-19	4%	-20%	32%
- CC(NC(=O)Cc1ccccc1)c1cc2c(cc1Br)OCCCO2 (stereo not given)
 : 4%	-7%	18%	-8%	0%	2	-1%	-8%	10%
- CC(C(=O)NCc1ccccc1)N1C(=O)C2CC=C(Cl)CC2C1=O (stereo not given)
 : -1%	-11%	-44%[12.7 µM]	u	-12%	-3	1%	-23%	8%
- COc1ccccc1CN(C(=O)CNC(=O)c1ccco1)C(C(=O)NCC1CCCO1)c1ccccc1 (stereo not given)
 : -6%	-4%	-8%	3%	-15%	3	5%	-14%	3%
- Cc1c(C(c2ccccc2Br)c2c(C)n(C)n(-c3ccccc3)c2=O)c(=O)n(-c2ccccc2)n1C
 : -18%	2%	-28%	2%	-12%	8	-4%	-13%	22%
- COc1cc(Br)cc2cc(C(=O)N3CCOCC3)c(=O)oc12
 : 3%	4%	x	-22%	-13%	0	3%	-23%	11%
- Cc1ccc(OCC(=O)Nc2ccc(S(=O)(=O)Nc3cc(C)nc(C)n3)cc2)cc1
 : -11%	11%	7%	2%	10%	2	4%	-10%	46%[activator]
- CCN(CC)c1ccc(/C=N/NS(=O)(=O)c2ccc(CNC(C)=O)cc2)cc1
 : u	-2%	-9%[59 µM]	-3%	-20%	3	-12%	-33%	-2%
- c1csc(-c2nc(N3CCOCC3)c3ccccc3n2)c1
 : 17%	i	11%[59 µM]	-3%	-16%	1	3%	10%	32%
- Cc1ccc(Nc2nc(C(=O)NCC3CCCO3)cs2)cc1 (stereo not given)
 : -33%	3%	-38%	1%	-14%	1	2%	-9%	47%[activator]
- CCN(CC)CCNC(=O)c1ccc(NC(=O)c2cccc(S(=O)(=O)N(C)C3CCCCC3)c2)cc1
 : x	-8%	x	-3%	-5%	-1	-4%	-30%	21%
- CCn1c(-c2ccccc2Cl)nn(CC(=O)Nc2ccccc2C)c1=S
 : 4%	-1%	x	2%	-15%	-17	4%	-10%	27%
- COc1ccc(N(CC(=O)NCCc2ccc(S(N)(=O)=O)cc2)S(=O)(=O)c2c(C)noc2C)cc1
 : -1%	5%	74%[activator]	-3%	-7%	5	-10%	2%	24%
- COc1ccc(C2(C(=O)Nc3nncs3)CCCC2)cc1
 : 2%	i	-7%	2%	-5%	0	-3%	-10%	53%[activator]
- Cc1cc(NC(=O)CSc2ccnc(=O)[nH]2)no1
 : -5%	-1%	8%	-2%	-14%	-4	3%	-1%	49%[activator]
- CC1CCCCC1NC(=O)CSc1nnc(-c2ccco2)n1C (stereo not given)
 : 5%	-5%	-9%[2.33 µM]	2%	-3%	-4	6%	-19%	13%
- C=CCn1c(COc2ccccc2)nnc1SCC(=O)C(C)(C)C
 : 12%	i	-5%[12.7 µM]	-4%	-19%	0	-7%	3%	58%
- Cn1ccnc1C(O)c1cccc(OCc2ccccc2)c1 (stereo not given)
 : -34%	-5%	x	-6%	-20%	-4	3%	-16%	27%
- O=C(O)c1ccc(Cl)c(NCc2ccncc2)c1
 : -9%	-1%	x	-4%	-13%	3	-2%	3%	52%[activator]
- COc1ccc(Nc2ncnc3c2nc2n3CCCC2)cc1Cl
 : -13%	-9%	-31%[59 µM]	-3%	-16%	2	2%	-20%	7%
- O=C(COC(=O)CSc1ccc(F)cc1)NCCCc1ccccc1
 : 8%	1%	-3%	-1%	-15%	-3	5%	17%	55%[activator]
- CCCCNC(=NCc1cccc(C(F)(F)F)c1)Nc1ccccc1
 : 0%	-3%	-12%	-7%	-16%	0	4%	-18%	23%
- CCOc1cccc(CN(C)CC2CCCN(CCc3ccc(Cl)cc3)C2)c1O (stereo not given)
 : u	1%	x	-2%	-5%	-2	3%	u	-4%
- COc1ccc(-c2nc3ccccc3c(=O)n2CCCn2ccnc2)cc1
 : -16%	4%	-7%	0%	0%	-1	-1%	-12%	23%
- CCOc1cc(N2CCOCC2)c(OCC)cc1NC(=O)c1cc(S(=O)(=O)N2CCOCC2)ccc1F
 : x	-4%	x	-1%	-12%	4	45%[activator]	-28%	-23%
- O=[N+]([O-])/C=C/c1cn(Cc2ccc(F)cc2)c2ccccc12
 : u	-1%	x	26%	-10%	25	0%	-19%	2%
- CCC(C)[C@H](NC(=O)[C@@H]1Cc2ccccc2CN1)C(=O)NCc1ccc(OC)cc1 (stereo not given in full)
 : -22%	2%	2%[12.7 µM]	0%	-9%	2	-3%	-19%	24%
- COCc1cc([C@@H]2C[C@H]3CN(c4ccccc4)C(=O)[C@]34CCCN24)ccc1OC
 : -2%	2%	u	18%	-3%	0	1%	-14%	25%
- C=CCn1c(SCC(=O)N2CCCC2=O)nc2sc(CC)cc2c1=O
 : 6%	-1%	-8%[2.33 µM]	54%	-18%	6	10%	-11%	9%
- CC(C)n1c(NCc2cc(Cl)ccc2O)nc2ccccc21
 : u	-5%	-19%	0%	-21%	-1	18%	-10%	28%
- Cn1c(/C=C/N2CCOCC2)c(C(=O)c2ccc(Br)cc2)c(=O)n(C)c1=O
 : 1%	-5%	15%[59 µM]	-6%	-4%	-4	5%	-9%	7%
- O=C1CSC(=S)N1/N=C/C=C/c1ccccc1
 : u	i	40µM*	4%	14µM*	-12	19%	u	u
